Screening results from PubChem.
EP2 modulator = modulators of human EP2 prostaglandin E2 receptor | EP2-expressing cells, cAMP HTRF FRET, PGE2 co-stimulation | induction, % at 25 µM | actives 0.83% (n = 260,000) | AID 940;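 active = compounds whose cAMP rise, as percent of the full-agonist control response, exceeds 60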;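 also: rat C6 glioma line stably carrying human EP2 under a CMV promoter; the protocol text gives 20 µM as final concentration; 100% = response of wells given 1 µM PGE2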
EP2 antag = EP2 receptor (human) inhibition; P43116; inhibition, % at 25 µM; actives 0.52% (n = 260,000); C6 glioma cells expressing human EP2, cAMP TR-FRET; cells stimulated with saturating PGE2;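 active = percent inhibition above 40 after rounding to a whole number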;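 also: rat C6 glioma host cells with rolipram phosphodiesterase inhibitor present; the protocol text gives 20 µM as final concentration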
eIF4E-4G inh = inhibitors of eIF4E and eIF4G interaction in translation initiation | P63073+Q04637 | TR-FRET eIF4E-eIF4GI(517-606) binding, 2 h | inhibition, % at 21.7 µM | actives 0.37% (n = 220,000);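 active = inhibition above about 30%, limit read from the data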;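 also: 0% = full FRET control wells and 100% = background wells lacking eIF4GI fragment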
Target sequence (P63073 whole entry, looked up, the tested form may be a part): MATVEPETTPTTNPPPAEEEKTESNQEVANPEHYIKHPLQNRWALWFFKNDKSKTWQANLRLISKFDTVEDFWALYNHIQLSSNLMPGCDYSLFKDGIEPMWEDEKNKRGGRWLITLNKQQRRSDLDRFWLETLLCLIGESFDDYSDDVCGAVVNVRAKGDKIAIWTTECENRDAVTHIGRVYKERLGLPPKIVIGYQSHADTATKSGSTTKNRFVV
Target sequence (Q04637 whole entry, looked up, the tested form may be a part): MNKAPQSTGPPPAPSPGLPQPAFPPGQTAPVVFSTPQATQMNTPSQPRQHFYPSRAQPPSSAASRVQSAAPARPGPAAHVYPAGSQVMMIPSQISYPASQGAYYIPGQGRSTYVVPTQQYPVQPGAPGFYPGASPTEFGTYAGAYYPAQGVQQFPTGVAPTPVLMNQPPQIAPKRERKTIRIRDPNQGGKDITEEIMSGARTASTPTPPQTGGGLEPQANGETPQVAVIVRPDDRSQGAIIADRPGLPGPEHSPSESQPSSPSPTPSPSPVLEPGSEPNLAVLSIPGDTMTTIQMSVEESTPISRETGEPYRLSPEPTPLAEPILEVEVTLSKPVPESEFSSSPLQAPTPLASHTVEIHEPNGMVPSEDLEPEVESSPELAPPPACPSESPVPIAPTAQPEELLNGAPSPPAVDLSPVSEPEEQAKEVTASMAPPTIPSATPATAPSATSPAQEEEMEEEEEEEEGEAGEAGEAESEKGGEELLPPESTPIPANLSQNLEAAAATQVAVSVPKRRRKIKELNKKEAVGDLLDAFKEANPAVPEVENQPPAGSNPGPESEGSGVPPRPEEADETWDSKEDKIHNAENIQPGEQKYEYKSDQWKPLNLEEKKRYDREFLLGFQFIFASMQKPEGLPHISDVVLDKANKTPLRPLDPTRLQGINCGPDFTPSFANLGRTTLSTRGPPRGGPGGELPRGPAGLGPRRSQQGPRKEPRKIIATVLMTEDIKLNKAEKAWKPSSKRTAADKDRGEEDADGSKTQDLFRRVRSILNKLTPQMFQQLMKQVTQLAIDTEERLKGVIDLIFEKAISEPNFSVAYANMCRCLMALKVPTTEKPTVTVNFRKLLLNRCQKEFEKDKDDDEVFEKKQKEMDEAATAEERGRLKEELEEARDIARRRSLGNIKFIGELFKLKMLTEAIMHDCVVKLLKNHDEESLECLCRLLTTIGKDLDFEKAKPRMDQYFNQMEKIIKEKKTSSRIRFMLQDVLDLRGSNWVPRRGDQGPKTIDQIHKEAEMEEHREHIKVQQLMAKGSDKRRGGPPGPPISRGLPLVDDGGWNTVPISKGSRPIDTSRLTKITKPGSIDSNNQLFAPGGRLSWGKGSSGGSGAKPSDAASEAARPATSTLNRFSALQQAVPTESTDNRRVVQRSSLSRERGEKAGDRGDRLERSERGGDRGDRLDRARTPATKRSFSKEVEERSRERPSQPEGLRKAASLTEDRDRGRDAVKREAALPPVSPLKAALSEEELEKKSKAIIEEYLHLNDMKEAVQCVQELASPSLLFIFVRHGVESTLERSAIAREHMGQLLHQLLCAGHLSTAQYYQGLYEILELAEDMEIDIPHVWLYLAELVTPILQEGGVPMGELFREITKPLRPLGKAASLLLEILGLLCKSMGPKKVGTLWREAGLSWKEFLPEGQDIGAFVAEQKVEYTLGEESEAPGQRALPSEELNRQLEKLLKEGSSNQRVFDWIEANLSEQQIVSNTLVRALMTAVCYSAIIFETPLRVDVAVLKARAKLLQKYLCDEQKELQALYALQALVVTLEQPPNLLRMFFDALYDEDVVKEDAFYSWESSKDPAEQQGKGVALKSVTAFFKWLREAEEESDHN
14-3-3 Bad PPI = disrupts binding of bovine 14-3-3 zeta to phospho-Bad peptide. P63103. AID 781. actives 0.71% (n = 220,000). TR-FRET 14-3-3zeta/Dy647-pBad peptide displacement, 1 h. inhibition, % at 21.7 µM;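 active = inhibition above about 70%, limit read from the data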;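 also: 0% = full 14-3-3 plus peptide FRET controls and 100% = background without 14-3-3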
Rad51 HR inh = Rad51 (human) homologous recombination inhibition | actives 0.085% (n = 200,000) | inhibition, % at 10 µM | Q06609 | hRad51 DNA strand exchange, fluorescence dequenching;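 active = inhibition above 40% at the single screening dose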;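 also: 0% = DMSO control wells and 100% = blanks with heterologous ssDNA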
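Test system: preformed human Rad51 ssDNA filaments; also added: Donor/quencher-labelled 47-bp dsDNA substrate; doses: 10 µM final, single point; times: 37 °C 15-min filament assembly, 30-min compound preincubation, 15-min exchange; detection: FRET fluorescence dequenching, excitation 485 nm, emission 520 nm; read-out basis: Fluorescence-based percent inhibition, control- and blank-normalised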
L929 necroptosis = blocks zVAD induced death of L929 cells; L929 zVAD necroptosis rescue, ATP luminescence, 24 h; with zVAD 60 µM; viability rescue, % at 10 µM; actives 0.38% (n = 220,000);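 active = activation, scaled between plate controls, above about 75%, limit read from the data; inactive = activation under that limit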;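 also: 0% = zVAD with DMSO and 100% = DMSO alone without zVAD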
Hck Nef HTS = inhibitors of human Hck kinase activated by Nef; actives 0.68% (n = 220,000); Recombinant Hck-YEEI plus Nef, Z-Lyte FRET kinase assay; AID 463187; P08631; inhibition, % at 20 µM;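 active = Hck-Nef kinase inhibition above about 50%, limit read from the data; inactive = inhibition below that limit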;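 also: 0% = DMSO with Hck plus Nef and 100% = Hck alone without Nef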
TbHK1 inh = blocks Trypanosoma brucei hexokinase 1 activity; recombinant TbHK1, G6PDH-coupled NADH A340; AID 1430; inhibition, % at 10 µM; actives 0.11% (n = 220,000);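 active = inhibition of 50% or more in the single-dose primary screen; inactive = inhibition below 50%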
m-calpain inh = inhibitors of pig calpain II | purified calpain II, fluorogenic peptide substrate, 30 min | inhibition, % at 16 µM | actives 0.37% (n = 220,000) | AID 1236;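 active = inhibition above about 50%, limit read from the data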
Numbers without * were called inactive; . = no result given; & = joins results of further samples; [ ] = dose if it differs, or a comment. This is a subset, so the mix of outcomes need not match the whole.

SMILES	TbHK1 inh	L929 necroptosis	Rad51 HR inh	EP2 modulator	14-3-3 Bad PPI	m-calpain inh	Hck Nef HTS	EP2 antag	eIF4E-4G inh
O=C(CCN1C(=O)COc2ccccc21)NCc1cccs1	-5	0.7	1	5	2	4	0	6	2[fluorescence artefact?]
COc1cc(OC)c(NC(=O)c2ccc(F)cc2)cc1Cl	-6	-0.3	3	-44	-6	-18	17	9	3
C/C(=N\NC(=O)C1CC1)c1ccc(N2CCOCC2)cc1	-13	-0.9	-2	-10	10	19	9	7	1
Cc1cc(NC(=O)C2CCCCC2C(=O)O)no1 (stereo not given)	9	-1.1	-5	-2	4	-23	7	6	2
COCCNS(=O)(=O)c1ccc(OCC(=O)OC)c(Cl)c1	-5	0.9	5	7	-4	-36	-1	1	-4
C[n+]1c2n(c3ccccc31)N=C(c1ccc(-c3ccccc3)cc1)CS2	-26	-2.6	1	-50	-2	21	19	11	-3
O=C(NCC(=O)N1CCN(c2ncccn2)CC1)c1cccs1	-3	0.5	6	-7	-3[fluorescence artefact?]	1	-1	2	7[fluorescence artefact?]
O=C(NCCCN1CCOCC1)/C(=C/c1ccc(F)cc1)NC(=O)c1ccccc1	-2	1.0	6	30	-15	-16	20	2	5
CN(C)c1nccc(NCc2ccccc2)c1C#N	0	1.2	-2	-18	25	16	25	7	0
CCOC(=O)C1=C(C)C(c2cccc(Oc3ccccc3)c2)NC(=S)N1 (stereo not given)	1	-0.1	11	45	-13	15	11	8	18
CCN1CCN(c2ccc(S(=O)(=O)N3CCCC3)cn2)CC1	-2	2.1	-3	-2	-10	-29	17	5	3
Cn1cc(C(=O)N/N=C/C=C/c2ccccc2)ccc1=O	-59	-0.1	.	-11	-19	11	3	4	-5
COCC(=O)N(C)c1nnc(-c2ccccn2)s1	-3	0.2	9	18	-3[fluorescence artefact?]	-53	1	5	4
CCOc1cc(C(=O)NC)cc(Br)c1OC	-7	0.9	9	-8	-2	-14	-19	5	3
COc1ccccc1-c1cc(C(=O)NCCN2CCOCC2)no1	7	-0.3	0	12	2	-21	1	4	6
CN(C(=O)c1cccnc1)c1nnc(-c2ccccn2)s1	-15	0.8	0	8&-15	0	-49	10	5&6	-1
CCC(=O)NCCCCCCCCCNC(=O)CC	1	-0.2	6	9	-17	5	1	12	12[fluorescence artefact?]
COC(=O)c1ccc(NC(=O)CSc2nc3ncccc3[nH]2)cc1	6	1.5	11	-18	0	17	16	11	2
CC(=O)c1c(COC(=O)c2ccc(F)cc2)nc2ccccc2[n+]1[O-]	-27	-0.1	1	-39	0	2	8	13	4
COC(=O)C1=C(C)N(C)C(=S)N(C)C1c1ccc(OC)cc1 (stereo not given)	-3	0.3	8	28	-17	0	-15	8	0
O=C(Cn1nc(C(F)(F)F)c2c1CCC2)Nc1ccccc1C(F)(F)F	0	0.2	10	47	-4	30	7	6	0
CCOC(=O)C1(Cc2cccc(F)c2)CCN(C(=O)c2cnc(C)cn2)CC1	-1	-0.2	-7	0	5	32	8	3	3
O=C(COc1ccc(Cl)cc1)NCc1nnc(SCC(=O)N2CCCC2)o1	10	-1.1	-25	20	-3	11	-17	8	-3
CCOc1ccc(NC(=S)N(C)C)cc1	-14	0.3	9	18	-2	11	-9	10	4
CSc1sc(C(=O)N(C)C)cc1S(=O)(=O)C(C)C	0	0.4	21	-5	3	-13	15	9	6
COc1ccc(NC2c3ccccc3C(=O)N2c2ccccn2)cc1Cl (stereo not given)	-1	-0.8	-7	10	2	8	1	8	7
CCCc1nc2ccccc2n1Cc1ccccc1OC	-3	-0.3	.	33	-10	-5	-6	3	3
CCN(CC)C(=O)CSc1nc2ccccc2c(=O)n1-c1ccccc1OC	2	-0.5	13	-11&-3	-3	-5	7	11&14	-1
CC1CCN(C(=O)CSc2nnc(CNC(=O)c3ccco3)o2)CC1	-6	0.9	0	11	2	-31	0	9	-13
CCOc1ccc(CN2C(=O)c3ccccc3C2=O)cc1C(=O)Nc1nnc(SCC)s1	-9	.	.	44	10	-76	2	10	-4

2 neighbouring records from above, for reference:
SMILES	TbHK1 inh	L929 necroptosis	Rad51 HR inh	EP2 modulator	14-3-3 Bad PPI	m-calpain inh	Hck Nef HTS	EP2 antag	eIF4E-4G inh
O=C(Cn1nc(C(F)(F)F)c2c1CCC2)Nc1ccccc1C(F)(F)F	0	0.2	10	47	-4	30	7	6	0
CCOC(=O)C1(Cc2cccc(F)c2)CCN(C(=O)c2cnc(C)cn2)CC1	-1	-0.2	-7	0	5	32	8	3	3

Quoted from the listing:
For 14-3-3 Bad PPI, COc1ccccc1-c1cc(C(=O)NCCN2CCOCC2)no1 is entered as 2
For TbHK1 inh, CCOC(=O)C1=C(C)C(c2cccc(Oc3ccccc3)c2)NC(=S)N1 (stereo not given) is entered as 1
For Rad51 HR inh, CSc1sc(C(=O)N(C)C)cc1S(=O)(=O)C(C)C is entered as 21
For TbHK1 inh, O=C(COc1ccc(Cl)cc1)NCc1nnc(SCC(=O)N2CCCC2)o1 is entered as 10
For TbHK1 inh, CCOc1ccc(CN2C(=O)c3ccccc3C2=O)cc1C(=O)Nc1nnc(SCC)s1 is entered as -9
For Hck Nef HTS, O=C(NCC(=O)N1CCN(c2ncccn2)CC1)c1cccs1 is entered as -1

Other compounds.
SMILES	TbHK1 inh	L929 necroptosis	Rad51 HR inh	EP2 modulator	14-3-3 Bad PPI	m-calpain inh	Hck Nef HTS	EP2 antag	eIF4E-4G inh
Cc1cccc(NC(=O)C(=O)NCc2ccccn2)c1	-2	0.9	-2	-58&-14	2	22	0	11&11	-7
Cc1c(C=O)cnn1CCC(=O)O	-5	-0.4	0	.	.	.	-9	11	.
COCCN(C(=O)c1ccco1)c1nnc(-c2ccc(OC)c(OC)c2)s1	-23	0.4	5	-19	1	-209	-4	17	2
CCOC(=O)c1sc(N/N=C/c2ccccc2)nc1C	-11	3.2	-10	62*	1	-25	12	16	0[fluorescence artefact?]
O=C(Nc1cc(S(=O)(=O)Nc2ccc(Cl)cc2)ccc1O)c1ccc(S(=O)(=O)N2CCCCCC2)cc1	-11	0.6	-16	-40	10	12	-19	6	-1
CCc1c(O)nc(SC2CC(=O)N(c3ccccc3)C2=O)[nH]c1=O (stereo not given)	-3	0.5	1	0	-11[fluorescence artefact?]	-12	3	9	-5[fluorescence artefact?]
Cn1c(=O)[nH]c(=O)c2c1nc(N1CCOCC1)n2CC(=O)c1ccccc1	-1	-1.8	25	2&-6	-2	-6	20	21&9	2
CCOC(=O)c1cc(CC)sc1/N=C/C1C(=O)CCCC1=O	-1	2.4	2	20	-9	-3	6	6	0
CCc1ccc(N2CC(C(=O)NCc3ccco3)CC2=O)cc1 (stereo not given)	5	-0.5	4	21	-2	3	7	5	2
CCOc1ccc2nc(N/C(N)=N/S(C)(=O)=O)nc(C)c2c1	-10	-0.1	26	13	8	-75	21	10	-6
Cn1c(=O)c(=O)n(C)c2cc(S(=O)(=O)Nc3ccc(OC(F)(F)F)cc3)ccc21	-14	-0.8	-1	2	-3	-53	-1	12	5
Cc1nn(Cc2ccccc2Cl)c(C)c1C(=O)NCCN1C(=O)S/C(=C\c2ccccc2)C1=O	-3	0.6	9	2	28	3	7	6	21
CCOC(=O)C1=C(Nc2ccc(Cl)cc2)OCC1=O	-16	-0.1	-24	5	-3	11	2	6	5
CC(C)C(=O)N1CCN(c2ccccc2NC(=O)c2ccc(C#N)cc2F)CC1	-6	6.0	-9	26	-3	-28	22	5	0
Cc1ccc(S(=O)(=O)N/N=C/c2cccc3nccnc23)cc1	-21	1.0	-10	3	-2	15	2	17	1
CC(C)(C)c1ccc(C(=O)Nc2ccc(F)cc2)s1	1	1.5	-11	-64	-1	8	-3	8	0
CC1CCCC(NC(=O)COC(=O)Cc2ccc(Br)cc2)C1C (stereo not given)	0	4.0	1	42	-16	-24	20	9	0
Cc1ccc2nc(NC(=O)CSc3nc4ccccc4o3)sc2c1	-2	0.3	-7	7	-2[fluorescence artefact?]	-42	-2	.	-17[fluorescence artefact?]
Cc1cc(Cl)ccc1OCC(=O)NCCCn1ccnc1	0	-1.3	25	16	-4	22	-42	14	-1
COc1ccc(/C=N/NC(=O)CNC(=O)C2COc3ccccc3O2)cc1OC (stereo not given)	-2	-0.6	5	6	-7[fluorescence artefact?]	-20	4	10	-3[fluorescence artefact?]
COc1ccc(C(=O)NC(C(=O)NCC(=O)Nc2c(C)cccc2C)C(C)C)cc1 (stereo not given)	31	0.5	4	2	-7	18	1	12	-1
O=c1cc(-c2ccc(O)cc2)oc2ccc(O)cc12	-22	44	9	0&1	-4	-11	10	10&3	3
Oc1ccccc1Nc1nc(NCc2ccccc2)c2ccccc2n1	-14	1.9	-9	1	-7	-26	-8	7	1
O=C(NC(Cc1ccccc1)C(=O)O)/C(=C/c1ccccc1)NC(=O)c1ccccc1 (stereo not given)	0	0.6	0	12	0	-11	0	2	1
COc1ccccc1NC(=O)Cc1cccs1	2	-0.1	5	5	-3	-4	0	16	4
Cc1noc(NS(=O)(=O)c2ccc(N/C=C/C(=O)c3ccc4c(c3)OCO4)cc2)c1C	0	0.0	1	-44	-9[fluorescence artefact?]	-6	1	7	9[fluorescence artefact?]
CCOC(=O)C1=NNC(C(=O)c2ccc(OC)cc2)C1c1ccccc1 (stereo not given)	0	1.3	-3	-5	8[fluorescence artefact?]	12	-2	14	-2
N/C(=N\OC(=O)/C=C/c1ccccc1Cl)c1ccncc1	-1	24	20	-19	-1	14	-101	4	4
N#C/C(=C\c1cn[nH]c1-c1ccc(Cl)cc1)C(=O)NC1CC1	0	1.0	.	-23	-25[fluorescence artefact?]	2	3	13	-2
CC(Sc1nnc(Cc2cccs2)n1C1CCCCC1)C(=O)NCc1ccco1 (stereo not given)	2	-0.3	-6	-2	-9	3	0	12	-5

EP2 modulator, hit marks shown above.
molecule | TbHK1 inh | EP2 modulator | 14-3-3 Bad PPI | m-calpain inh | Hck Nef HTS | eIF4E-4G inh
CCOC(=O)c1sc(N/N=C/c2ccccc2)nc1C | -11 | 62* | 1 | -25 | 12 | 0[fluorescence artefact?]
